PPARg SRC3 recr: promotes SRC-3 coactivator recruitment by human PPARgamma; P37231; biochemical PPARgamma/SRC-3 coactivator recruitment assay; activation, % at 8 µM; actives 0.26% (n = 200,000); in the data active = activation above about 23%;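 note: 0% = DMSO and 100% = reference agonist; some compounds past the cut are filed as inactive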
Target sequence (P37231 whole entry, looked up): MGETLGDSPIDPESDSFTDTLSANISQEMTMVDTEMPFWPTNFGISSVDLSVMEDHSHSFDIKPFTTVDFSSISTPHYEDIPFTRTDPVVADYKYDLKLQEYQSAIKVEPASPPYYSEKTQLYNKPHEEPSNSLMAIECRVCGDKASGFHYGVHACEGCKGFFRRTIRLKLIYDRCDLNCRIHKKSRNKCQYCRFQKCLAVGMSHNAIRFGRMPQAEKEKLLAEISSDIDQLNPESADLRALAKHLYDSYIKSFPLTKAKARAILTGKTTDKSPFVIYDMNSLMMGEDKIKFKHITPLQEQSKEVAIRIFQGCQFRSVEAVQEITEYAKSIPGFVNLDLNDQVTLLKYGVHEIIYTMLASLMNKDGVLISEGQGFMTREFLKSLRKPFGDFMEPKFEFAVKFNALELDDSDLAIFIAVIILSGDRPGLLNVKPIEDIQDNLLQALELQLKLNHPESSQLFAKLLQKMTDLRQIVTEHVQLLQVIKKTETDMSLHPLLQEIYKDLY
TLR4-MyD88 BLA: blocks binding of human TLR4 to MyD88; O00206+Q99836; HeLa CL3-4 TLR4/MyD88 BLA complementation, FRET ratio; inhibition, % at 8.4 µM; actives 0.18% (n = 200,000); in the data active = inhibition above about 25%;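 note: 0% = vehicle and 100% = reference inhibitor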
S1P3 antagonist: blocks the human S1P3 receptor; Q99500; CHO S1P3 NFAT-BLA reporter, FRET fluorescence, antagonist mode; inhibition, % at 4.98 µM; actives 0.27% (n = 170,000);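 active = inhibition above the plate cutoff, the mean inhibition of test wells on that plate plus 3 SD, cut at about 28% in these data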;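 note: cells challenged with S1P at its EC80 of 0.8 µM; blue over green emission ratio from cleaved BLA substrate after 4 h stimulation; 0% = S1P-stimulated wells and 100% = unstimulated DMSO-only wells; some compounds past the cut are filed as inactive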
Target sequence (Q99500 whole entry, looked up): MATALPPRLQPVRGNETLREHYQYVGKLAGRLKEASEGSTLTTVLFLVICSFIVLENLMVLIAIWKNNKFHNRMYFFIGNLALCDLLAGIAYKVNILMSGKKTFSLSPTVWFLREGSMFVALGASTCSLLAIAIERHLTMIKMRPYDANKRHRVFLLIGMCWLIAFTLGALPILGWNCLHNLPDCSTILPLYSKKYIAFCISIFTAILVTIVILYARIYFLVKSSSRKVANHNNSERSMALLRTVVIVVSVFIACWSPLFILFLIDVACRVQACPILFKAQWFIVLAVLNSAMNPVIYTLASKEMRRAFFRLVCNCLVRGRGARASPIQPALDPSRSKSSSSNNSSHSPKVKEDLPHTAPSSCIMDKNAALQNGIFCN
PPARg SRC-1 ag: promotes SRC-1 coactivator recruitment by human PPARgamma | P37231 | PPARgamma-SRC-1 coactivator recruitment biochemical assay | activation, % at 8 µM | actives 0.41% (n = 200,000) | AID 631; in the data active = activation above about 19%;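 note: 0% = DMSO and 100% = reference agonist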
TR-FRET SRC-2 ct: flags TR-FRET format artefacts in PPARgamma SRC-2 recruitment agonist screen; TR-FRET artefact counter-screen; active compounds read high; AID 1049; actives 0.4% (n = 200,000); TR-FRET ratio at 8 µM; in the data active = TR-FRET ratio above about 2000; note: inactives centre near 1500
RAM network inh: inhibitors of the yeast RAM network; S. cerevisiae dse1pr::URA3 reporter, 5-FOA growth OD615, 2 d; analog-sensitive cbk1-as2 kinase mutant strain; inhibition, % at 50 µM; actives 1.8% (n = 190,000);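 active = inhibition above a set limit, 3 SD over mean compound inhibition, cut at about 8.4% in these data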;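 note: 0% = DMSO-only wells with no growth and 100% = 10 µM 1-NA-PP1 full growth; inhibition rescues growth on 5-FOA so higher OD means more RAM inhibition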
PPARg SRC2 recr: PPARgamma-driven SRC-2 recruitment agonism | P37231 | PPARgamma LBD-SRC-2 recruitment, biochemical | activation, % at 8 µM | actives 0.34% (n = 200,000) | AID 1032; in the data active = activation above about 22%;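 note: 0% = vehicle and 100% = reference agonist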
STAT1 inh: inhibitors of IFN-gamma induced STAT1 signaling. NIH 3T3 STAT1-luciferase reporter, luminescence. inhibition, % at 5.5 µM. actives 0.35% (n = 200,000);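 active = inhibition above a set limit, the mean inhibition across all tested compounds plus 3 SD, cut at about 34% in these data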;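 note: 0% = IFN-gamma with DMSO and 100% = IFN-gamma with 300 µM nifuroxazide; values of inactives mirror those of a sister screen read the other way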
ROMK mod: modulates human ROMK potassium channel activity; P48048; Tet-inducible ROMK, thallium flux fluorescence; actives lie on both sides; B-score at 10 µM; actives 2% (n = 130,000);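 active = signal ratio slope over the read window, or its plate-corrected B-score, at least 3 SD from the plate mean, either direction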;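 note: B-score of the F/F0 ratio slope over 7 to 12 s after thallium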
STAT3 act: STAT3 signaling activation; activation (% of control), % at 5.6 µM; actives 0.91% (n = 190,000); U3A cells, IL-6 STAT3-luciferase reporter, luminescence; 100% = signal with IL-6 EC80 alone; AID 871;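 active = activation above the screen-wide mean of compound activation plus 3 SD, cut at about 130% in these data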;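 note: 0% = background luminescence of wells with medium and substrate only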
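Test system: STAT3-luciferase reporter U3A cells; Detection: reporter luminescence signal; Times: 1 h compound pre-exposure, 6 h IL-6 stimulation, 37 °C; Benchmarks: IL-6-only high control; Also added: IL-6 stimulus at 33 ng/mL final.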
STAT3 blocker: inhibitors of IL-6 induced STAT3 signaling. U3A cells, IL-6 STAT3-luciferase reporter, luminescence; host cell line lacks STAT1. actives 0.89% (n = 190,000). AID 862. inhibition, % at 5.5 µM;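 active = inhibition above the mean inhibition across all screened compounds plus 3 SD, cut at about 44% in these data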;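 note: 0% = DMSO only wells and 100% = 100 µM nifuroxazide control wells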
An asterisk follows results filed as active; · = not tested or not shown.

Every second line gives: PPARg SRC3 recr, TLR4-MyD88 BLA, S1P3 antagonist, PPARg SRC-1 ag, TR-FRET SRC-2 ct, RAM network inh, PPARg SRC2 recr, STAT1 inh, ROMK mod, STAT3 act, STAT3 blocker
CN(C)CCN(C(=O)/C=C/c1cccs1)c1nc2c(F)cc(F)cc2s1
    4.0, -12.1, -11.5, 4.9, 1654, -1.0, 8.5, -4.0, ·, 100.3, 2.0
CC(CC(=O)Nc1cc(C(F)(F)F)ccc1Cl)c1ccccc1 (stereo unspecified)
    4.1, -0.2, ·, -2.4, 1614, 3.6, -4.0, 10.2, ·, 84.4, 28.0
Cc1ccccc1C(=O)O/N=C(\N)c1ccncc1
    1.7, -6.2, -13.1, 1.6, 1539, -0.4, -1.5, -37.5, 1.15, 99.0, 5.8
O=C(Nn1c(-c2ccccc2)nc2ccccc2c1=O)c1ccco1
    3.3, 11.1, -42.0, 7.7, 1556, -0.3, 5.0, -6.9, -0.175, 104.7, 1.8
CCOc1ccc(NC(=O)Cn2nnc(C(=O)NCCc3ccc(OC)c(OC)c3)c2N)cc1
    -1.7, 12.1, ·, 4.1, 1544, 3.0, 3.8, 11.8, ·, 97.9, 5.3
CCCNC(=O)CSc1nc(COc2ccccc2)nc2ccccc12
    -0.2, -7.8, -11.1, -0.5, 1532, 0.5, 1.9, 4.0, -1.23, 94.6, 8.5
CCOC(=O)c1ccc(CC(=O)c2oc3cc(O)ccc3c2C)o1
    8.2, 5.5, 9.4, 11.1, 1636, 2.8, 7.2, -0.6, ·, 95.2, 10.2
O=C1CCCc2oc3c(c21)CCCC3
    -1.0, -1.2, -16.2, 6.0, 1606, 1.4, 2.3, -0.1, -1.28, 108.3, -7.8
COC(=O)C1=C(C)N=C2SC(C)C(=O)N2C1c1cccc(F)c1 (stereo unspecified)
    7.6, 2.2, ·, -1.9, 1650, 1.9, -2.2, 0.2, -2.17, 96.8, 7.8
CCc1nnc(NC(=O)C2CCCN2S(=O)(=O)c2ccc(F)cc2)s1 (stereo unspecified)
    -1.6, -6.4, -9.5, -0.8, 1510, -0.1, -1.0, -4.1, -0.658, 107.5, -6.5
O=C(CN(C1CCCCC1)S(=O)(=O)c1ccc(Cl)cc1)NCc1ccncc1
    2.4, -2.9, -1.6, 0.1, 1594, -0.5, 3.2, 4.9, ·, 93.5, 11.3
Cc1cc(C(F)F)n2nc(C(=O)Nc3cccnc3Cl)nc2n1
    -4.2, -9.2, ·, -2.9, 1611, 0.5, -1.6, -8.0, ·, 103.9, 0.2
Cc1ccc(-n2cc(CN3CCC(O)(c4ccccn4)CC3)c(-c3ccc(F)cc3)n2)cc1
    -1.9, -4.1, -1.8, 4.2, 1595, 0.3, -2.3, -7.7, -0.17, 103.7, 1.1
CC(C)Cc1cc(C(=O)NCc2cccs2)no1
    4.2, -2.5, -14.8, -1.6, 1470, 0.6, -4.7, -39.7, ·, 115.2, -19.7
Cc1ccc(C(=O)c2coc3cc([N+](=O)[O-])c(O)c([N+](=O)[O-])c23)cc1
    2.9, 4.1, -1.4, -1.0, 1657, 6.3, 8.4, 6.2, 1.3, 104.2, -7.8
COc1ccc(NC(=O)CCn2cccc2)cc1
    3.5, 23.0, -4.3, -2.8, 1544, -0.5, -0.4, -2.4, -0.174, 92.1, 13.0
CCN(CC)c1ccc(/C=N/n2nnnc2N)c(O)c1
    12.0, -12.6, -19.3, 5.4, 1840, -1.6, 10.1, 6.3, ·, 99.3, 6.6
CO/N=C/NC(=O)Cc1cn(-c2ncc(C(F)(F)F)cc2Cl)c2ccccc12
    -2.1, 1.2, ·, -3.1, 1583, 3.0, -0.3, 9.5, ·, 96.7, 5.1
O=[N+]([O-])c1ccc(N2CCOCC2)cc1NC(c1ccccc1)c1ccccc1
    2.4, -10.4, 6.1, 0.0, 1611, 0.2, 5.7, 0.4, ·, 102.1, 0.2
COc1ccc(/C=N/NC(=O)c2cc(Br)ccc2O)cc1Cn1cc(Cl)cn1
    0.2, -6.0, -7.4, -3.6, 1490, 7.5, -1.7, 7.5, -0.437, 85.8, 16.9
CCNc1nc(NC(C)(C)C)nc(N2CCCCC2)n1
    -2.0, -2.6, -13.4, -12.9, 1441, 0.0, -7.3, 38.6*, -1.02, 94.5, 12.9
CCOc1cc(Br)c(C(=O)O)cc1OCC
    1.3, 0.6, 1.4, -2.2, 1622, -0.7, 14.1, -2.9, ·, 96.0, 8.3
Cc1ccc(NC(=O)CSc2nccn2C)cc1S(=O)(=O)N1CCOCC1
    2.0, -2.5, 5.4, -3.8, 1602, 0.5, -6.9, -2.9, 0.801, 102.7, -3.3
COc1cccc(C(=O)Nc2cccc(C(C)=O)c2)c1
    -0.1, -21.3, 12.4, -2.0, 1677, 1.0, 3.7, -20.7, -0.282, 104.3, -5.0
COc1cc([C@@H]2c3cc4c(cc3[C@H](O)[C@H]3COC(=O)[C@H]23)OCO4)cc(OC)c1OC
    2.3, 20.5, 17.6, 10.7, 1644, 1.1, -1.4, -14.4, ·, 152.3*, -56.8
Cc1cc(C)cc(N=C2SC(CC(=O)Nc3ccccc3)C(=O)N2CCN2CCOCC2)c1 (stereo unspecified)
    -0.1, 5.4, 15.8, 0.9, 1663, 0.6, -0.7, -4.9, 0.412, 108.1, -7.4
Cc1ccc(S(=O)(=O)/C(C#N)=C/c2c(N3CCC(C(N)=O)CC3)nc3c(C)cccn3c2=O)cc1
    17.8, 4.7, ·, 4.6, 1596, 2.7, 14.3, 5.6, -0.349, 96.9, 8.1
Cc1ccc(S(=O)(=O)NCc2ccc(C(=O)NC3CC3)cc2)cc1
    2.9, 1.3, -2.5, 2.9, 1518, 0.1, 2.2, 1.7, -0.193, 108.6, -0.6
CC(C)CCNC(=O)C(=O)NCCC1=CCCCC1
    0.4, 7.3, -3.0, 3.2, 1505, 0.8, 0.1, -10.6, ·, 100.1, 2.2
CCN1C(=C2C(=O)c3ccccc3C2=O)C=Cc2ccccc21
    2.0, -2.3, ·, 7.7, 1482, -0.7, 2.5, -10.2, -0.025, 104.1, -3.7
O=C(Nc1nc2cc3c(cc2s1)OCCO3)c1ccncc1
    2.8, -8.4, -22.7, 8.3, 1858, 1.8, 11.1, -33.7, 0.904, 78.2, 27.2
O=C(c1cc(-c2ccccn2)nc2ccc(Br)cc12)N1CCN(S(=O)(=O)c2ccccc2)CC1
    4.4, -3.0, -12.3, 2.9, 1425, 1.9, -1.6, 3.5, 1.23, 112.6, -6.4
COc1ccc(NC(=S)NC2CCCCC2)c(OC)c1
    -2.7, -12.9, -7.8, -1.9, 1578, -0.3, 2.6, 1.1, -1.04, 104.0, 0.3
CCOC(=O)c1c(C)[nH]c(C(=O)OC)c1CCC(=O)OC
    5.9, 10.3, -30.5, 10.6, 1580, 2.3, -0.6, 13.8, 0.00363, 83.0, 23.4
Cc1ccccc1NC(=O)N1C2CCCC1CC(NC(=O)C(C)(C)C)C2 (stereo unspecified)
    -1.6, 5.4, -12.6, 0.3, 1607, -0.8, 1.1, 3.4, -0.168, 99.9, 6.5
Cc1n[nH]c(C)c1S(=O)(=O)N1CCC(C(=O)O)CC1
    2.8, 16.0, 4.9, -6.0, 1449, 0.7, -4.7, -1.3, ·, 100.1, 7.2
COc1ccccc1CNC(=O)CS(=O)Cc1nc(-c2ccccc2C)oc1C (stereo unspecified)
    -3.1, 16.0, -15.1, -3.8, 1432, 3.6, -2.2, 2.7, ·, 100.1, 4.7
Cc1ccc2nc(C)c(C(=O)N/N=C/c3ccc(N4CCOCC4)cc3)cc2c1
    3.6, -0.1, 11.4, 0.4, 1550, 1.3, 3.4, 8.4, ·, 107.6, -14.0
COc1cccc(-c2nc(-c3ccc4c(c3)NC(=O)CO4)cs2)c1
    9.5, -11.7, 3.5, 13.2, 1614, 2.8, 5.4, -48.3, -1.08, 102.0, 6.4
CS(=O)(=O)N(CC(=O)NCc1ccco1)c1ccc(OCc2ccccc2)cc1
    -0.5, -12.2, -12.3, 0.9, 1446, 1.5, 2.7, -9.2, -0.713, 111.7, -13.3
COc1ccc(/C=C/C(=O)NC(C)CCc2ccccc2)cc1OC (stereo unspecified)
    6.1, 4.5, -0.9, 1.8, 1485, -0.4, -0.2, -5.7, ·, 92.3, 12.2
CCCCOc1ccc(C(=O)NCC(=O)OCC(=O)N2CCN(S(=O)(=O)c3ccc(C)cc3C)CC2)cc1
    2.0, 6.9, -2.8, 1.9, 1615, 8.1, 0.3, -1.9, 0.0898, 106.3, -10.4
CC(=O)Nc1cccc(C(=O)OCC(=O)NCc2ccc(F)cc2)c1
    1.1, 2.5, -13.6, 8.7, 1553, 2.2, -3.8, -0.7, -0.834, 101.9, 0.1
COc1cccc(-n2nc(C(=O)O)c3ccccc3c2=O)c1
    -2.3, -3.7, -51.0, -7.4, 1419, 0.1, -1.6, 7.1, ·, 99.4, 7.0
COc1ccc(/C=C/C(=O)c2ccc(O)cc2)cc1CN1CCOCC1
    -0.3, 8.1, -3.8, 3.9, 1613, 0.9, -0.9, 2.3, ·, 90.9, 10.3
CC(C)C(C(=O)NCC1CCCO1)N(Cc1ccco1)C(=O)CNS(=O)(=O)c1ccccc1 (stereo unspecified)
    -1.6, -3.8, -14.0, 0.6, 1585, 1.2, 7.0, -2.3, ·, 100.2, 3.2
O=C(/C=C/c1ccc(N2CCC(c3ccccc3)=N2)cc1)c1ccccc1
    1.6, 37.5*, 5.3, -2.1, 1541, 11.0*, 1.7, -10.5, -4.36*, 102.9, 8.7
CC(C)N(C(=O)COC(=O)[C@H](C)NC(N)=O)c1ccccc1
    -0.3, -10.4, 0.2, 4.3, 1381, 0.5, -1.5, 4.5, 1.14, 100.3, 5.2

Bioassay records as filed in PubChem BioAssay.
